Bioassay records (PubChem)
TRHR ag: qHTS for Small Molecule Agonists and Allosteric Enhancers of Human TRH Receptor: Primary Screen for Agonists; TRHR cells, calcium flux fluo-8, FDSS agonist mode; activation, % at 2 µM; 360,000 compounds, 0.18% hits; in the data active means activation above about 30%; further: 0% is about no effect
Target sequence (P34981 whole entry, looked up): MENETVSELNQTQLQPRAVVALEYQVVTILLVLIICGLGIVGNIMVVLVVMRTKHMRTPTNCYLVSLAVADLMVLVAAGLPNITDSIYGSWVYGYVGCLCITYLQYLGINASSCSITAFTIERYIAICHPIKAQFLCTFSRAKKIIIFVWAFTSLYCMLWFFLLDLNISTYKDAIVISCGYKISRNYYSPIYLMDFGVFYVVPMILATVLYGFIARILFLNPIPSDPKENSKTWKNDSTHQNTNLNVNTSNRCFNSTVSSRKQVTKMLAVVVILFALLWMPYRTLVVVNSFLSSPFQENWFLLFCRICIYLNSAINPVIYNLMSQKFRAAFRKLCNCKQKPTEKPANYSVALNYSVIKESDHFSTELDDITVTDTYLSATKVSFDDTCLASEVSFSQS
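In this calcium-flux screen, cells bearing human TRHR are dye-loaded with fluo-8, baselined for 10 cycles, then exposed to library compounds; positive kinetic calcium responses during the agonist phase mark hits, with TRH as control.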
TRHR enhancer: qHTS for Small Molecule Agonists and Allosteric Enhancers of Human TRH Receptor: Primary Screen for Enhancers; Thyrotropin-releasing hormone receptor (Homo sapiens), P34981; TRHR cells, fluo-8 calcium fluorescence, EC20 TRH enhancement; enhancement, % at 2 µM; 360,000 compounds, 0.66% hits; AID 493056, 2011; in the data active means enhancement above about 30%; further: 0% is about no effect
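TRHR-expressing cells loaded with fluo-8 calcium dye were read kinetically (ex 480/em 530) during compound addition, then stimulated with an EC20 of TRH (10 nM final). Enhancement of the Gq-mediated intracellular calcium response was scored.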
USP1-UAF1 inh: Inhibitors of USP1/UAF1: Primary Screen; AID 743255, 2014; recombinant USP1/UAF1, Ub-Rhodamine cleavage fluorescence; Potency, µM (top dose mostly 57.1 µM), inactives show at the top dose activity change, negative = inhibition, actives largely listed as inhibitors; 390,000 compounds, 0.23% hits; Ubiquitin carboxyl-terminal hydrolase 1 (Homo sapiens), O94782; further: potency means the concentration at half of the fitted maximal effect; on the % scale 0 is the no-effect control and ±100 the full control effect; nearly all actives have a fitted effect of over 60% in size; inactives centre near -12
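Step one: compound is pinned into 1nM USP1/UAF1 in HEPES pH 7.8 buffer with TCEP. Step two: 15 min room-temperature incubation. Step three: Ub-Rho (150nM final) starts cleavage, tracked by fluorescence over six one-minute reads.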
rTrxR1 inhibitor: qHTS Assay for Inhibitors of Mammalian Selenoprotein Thioredoxin Reductase 1 (TrxR1): qHTS; Thioredoxin reductase 1, cytoplasmic (Rattus norvegicus), O89049; recombinant rTrxR1, NADPH fluorescence consumption, selenite substrate; Potency, µM (highest dose often 114 µM), for the others: top-dose activity change, negative = inhibition, most hits filed as inhibitors; 390,000 compounds, 1% hits; further: potency means the concentration at half of the fitted maximal effect; on the % scale 0 is the no-effect control and ±100 the full control effect; nearly all actives have a fitted effect of over 65% in size
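Rat TrxR1 (90 nM in the dispensed reagent) was pre-reduced with 400 uM NADPH for 5 min at room temperature, then incubated with compound for 15 min. After 400 uM selenite was added, NADPH fluorescence (Ex 340/Em 450 nm) was followed for 8 min.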
TrxR1 substrate: qHTS Assay for Substrates of Mammalian Selenoprotein Thioredoxin Reductase 1 (TrxR1): qHTS | Thioredoxin reductase 1, cytoplasmic (Rattus norvegicus), O89049 | 390,000 compounds, 0.01% hits | Potency, µM (doses to about 114 µM), without a hit: at the highest dose activity change, negative = substrate turnover | AID 588456, 2011 | purified TrxR1 substrate turnover, NADPH consumption readout; further: potency means the concentration at half of the fitted maximal effect; on the % scale 0 is the no-effect control and ±100 the full control effect; nearly all actives have a fitted effect of over 50% in size
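Rat TrxR1, dispensed at 90 nM, was prereduced with 400 uM NADPH (final) for 5 min at ~22 deg C, then incubated with compound 15 min before 400 uM selenite. A first-read NADPH fluorescence drop versus no-compound background flagged substrates.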
PI4K2A inh: qHTS for small molecular inhibitors of PI4K2A; Phosphatidylinositol 4-kinase type 2-alpha (Homo sapiens), Q9BTU6; purified PI4K2A, ADP-Glo luminescence, 1 h; active compounds read low; activity change, negative = inhibition, % at 76.9 µM; 420,000 compounds, 0.13% hits; AID 1346378, 2018; in the data active means activity change below about -50%; inconclusive means mostly about -30% to -49%;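 further: -100% = wells without enzyme as full effect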
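Compounds are screened against recombinant PI4K2A using PI as substrate and ATP, the latter dispensed at 300 microM. Reactions run one hour at ambient temperature before ADP-Glo detection; full inhibition defined by wells lacking enzyme.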
D2 agonist: HTS Assay for Allosteric Agonists of the Human D2 Dopamine Receptor: Primary Screen for Agonists; D(2) dopamine receptor (Homo sapiens), P14416; HEK293 T-REx D2 cells, calcium flux agonist mode; activation, % at 2 µM; 340,000 compounds, 0.53% hits; AID 485358, 2010;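 active means activation over 3 SD above normal in the single-dose calcium agonist read, cut at about 30% in these data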; further: 0% is about no effect
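Agonism is scored from calcium flux in a force-coupled, inducible HEK293 cell line expressing D2, read kinetically for 180 s after compound addition against dopamine controls.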
IDH1 R132H inh: qHTS for Inhibitors of mutant isocitrate dehydrogenase 1 (IDH1): qHTS; Isocitrate dehydrogenase [NADP] cytoplasmic (Homo sapiens), O75874; 390,000 compounds, 0.093% hits; Potency, µM (titrated, usually from 76.6 µM), without a hit: at the highest dose activity change, negative = inhibition, most hits filed as inhibitors; IDH1-R132H enzyme, NADPH consumption, diaphorase/resazurin fluorescence; further: potency means the concentration at half of the fitted maximal effect; on the % scale 0 is the no-effect control and ±100 the full control effect; nearly all actives have a fitted effect of over 65% in size
Target sequence (O75874 whole entry R132H, stated change not applied): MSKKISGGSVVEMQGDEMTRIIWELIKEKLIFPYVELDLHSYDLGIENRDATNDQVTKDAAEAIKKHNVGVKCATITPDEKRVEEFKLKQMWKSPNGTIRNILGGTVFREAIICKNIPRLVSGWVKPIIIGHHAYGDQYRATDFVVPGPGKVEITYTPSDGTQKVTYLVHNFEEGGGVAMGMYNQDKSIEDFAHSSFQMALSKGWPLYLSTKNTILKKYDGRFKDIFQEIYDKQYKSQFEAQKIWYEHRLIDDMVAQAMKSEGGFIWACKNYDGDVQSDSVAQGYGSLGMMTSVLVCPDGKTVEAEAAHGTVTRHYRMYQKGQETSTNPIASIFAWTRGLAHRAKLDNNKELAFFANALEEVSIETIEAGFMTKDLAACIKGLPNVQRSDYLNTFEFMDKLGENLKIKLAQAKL
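IDH1-R132H (0.5 ug/mL) preincubated 30 min with compound, then NADPH (0.016 mM) and alpha-KG (2 mM) added; 80 min at RT, pH 7.5. Remaining NADPH coupled via diaphorase/resazurin to fluorescence (540/590 nm); concentration-response curves normalized to no-enzyme control.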
D2 antagonist: HTS Assay for Allosteric Antagonists of the Human D2 Dopamine Receptor: Primary Screen for Antagonists. D(2) dopamine receptor (Homo sapiens), P14416. HEK293 TREx D2 cells, calcium flux, dopamine EC80. inhibition, % at 10 µM. 340,000 compounds, 2% hits. AID 485344, 2010; in the data active means inhibition above about 30%; further: 0% is about no effect
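Tetracycline-induced HEK293 T-REx cells expressing D2 force-coupled to calcium signalling were dye-loaded, exposed to compound for 180 s, then challenged with an EC80 of dopamine; calcium flux was followed kinetically for a further 180 s.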
* hit, by the source's call; ? = inconclusive; / = no result given; [ ] = another dose, or the depositor's remark. Unless noted, the call rests on the fitted dose curve; in most records, active means well fitted inhibition curve with a large enough effect; inconclusive means small, poorly fitted or top-dose-only effect; inactive means no such curve, though single readings can be large or run the other way.

SMILES	TRHR ag	TRHR enhancer	USP1-UAF1 inh	rTrxR1 inhibitor	TrxR1 substrate	PI4K2A inh	D2 agonist	IDH1 R132H inh	D2 antagonist
Cc1cc(C(=O)NCC(=O)OCC(=O)NCC2CCCO2)ccc1[N+](=O)[O-] (stereo unspecified)	-0.6	-1.9	-0.3%	-26.3%	-14.0%	0.4	0.6	-11.3%	-18.9
CSc1nc(Sc2ccc(Cl)cc2)c2ccccc2n1	5.9	9.1	-11.3%	2.7%[57.1 µM]	13.7%[57.1 µM]	-0.7	0.6	9.2%	4.9
Cc1cc(/C=N/N2CCN(C)CC2)c(C)n1-c1ccccc1F	0.7	-1.6	-12.5%	-6.3%	3.0%	-2.4	0.1	-2.7%	-4.1
CC(C)C(=O)NNC(=O)c1ccccn1	0.8	-1.9	-5.7%	-20.2%	-12.1%	3.1	1.6	8.1%	-4.5
O=C(NC1CCCCCC1)C1CC(=O)N(Cc2ccccc2)C1 (stereo unspecified)	-0.4	1.4	-12.3%	0.6%	0.9%	-1.0	0.8	9.1%	-16.9
CCOCCCNC(=S)N1C2CCC1CC(NC(=O)NC1CCCCC1)C2 (stereo unspecified)	-0.2	-3.9	?	-5.5%	3.8%	0.4	0.2	1.9%	14.4
Cn1c(-c2cccc([N+](=O)[O-])c2)[n+](C)c2ccccc21	0.1	-6.0	-19.8%	24.9%	4.8%	4.0	-0.1	14.0%	-0.9
COc1ccc(/C=N/n2cncn2)cc1Cn1nc(C)c([N+](=O)[O-])c1C	0.7	-6.2	-8.8%	5.3%[57.1 µM]	-1.0%[57.1 µM]	-9.6	0.2	7.2%	-8.0
COc1ccc(OC)c(C2N(c3ccc(Cl)cc3)C(=O)C3CCCN32)c1 (stereo unspecified)	0.3	-1.6	-15.5%	-24.4%	-15.2%	0.9	-0.3	8.3%	4.1
COc1ccc(CNC(=O)CCC(=O)N2CCN(S(=O)(=O)c3cc([N+](=O)[O-])ccc3C)CC2)cc1	-0.5	-4.1	-11.8%	-6.1%	-5.5%	2.8	/	3.3%	/
COc1ccc(C2=NN(C(=O)CCC(=O)O)C(c3ccc(F)cc3)C2)cc1 (stereo unspecified)	0.4	4.0	-14.2%	-13.2%	-1.0%	-0.2	1.0	-3.1%	-6.8
Cc1ccc(NC(=O)N2CCC(=O)N2)cc1	0.8	-7.0	-11.5%	?	5.5%	-2.2	0.3	4.8%	6.6
Cc1cc(Cl)ccc1NC(=S)NCc1ccc(F)cc1	0.2	-1.5	1.6%	-1.5%[57.1 µM]	-4.6%[57.1 µM]	6.8	-0.2	-5.7%	-18.7
Cc1cccc(NC(=O)CSc2nccn2-c2cccc(Cl)c2)c1C	-0.6	2.0	?	21.5%[57.1 µM]	8.5%[57.1 µM]	-6.9	0.4	34.0%	/
Cc1cc(C)cc(N(C(=O)c2csnn2)C(C(=O)NC2CCCCC2)c2cccnc2)c1 (stereo unspecified)	1.0	-2.5	-11.4%	4.7%[57.1 µM]	6.0%[57.1 µM]	2.4	0.7	-7.9%	-19.5
Cc1ccc(S(=O)(=O)N2Cc3ccccc3CC2C(=O)Nc2cc(C)on2)cc1 (stereo unspecified)	0.0	-2.4	-11.8%	26.2%	8.4%	-0.8	-0.3	6.5%	12.6
CC(=O)Nc1ccc(N2C(=O)CSC2c2c(F)cccc2Cl)cc1 (stereo unspecified)	1.0	0.9	-7.8%	4.1%	3.9%	7.3	/	4.4%	/
COc1ccc(C)cc1-n1cnc2cc(C(=O)NC3CCCC3)ccc21	-1.1	-9.2	-3.5%	16.3%[57.1 µM]	-4.2%[57.1 µM]	3.1	-0.3	7.9%	/
C/C(=N\N=C\c1ccccc1F)c1nnn(-c2nonc2N)c1C	-0.4	6.7	-23.5%	0.8%	-8.5%	-6.2	0.1	2.5%	-1.1
C/C=C\C=C/C(=O)Nc1cccc(C2=NOC3(C2)C[C@@H](C(N)=O)N(C(=O)[C@H]2CCC(=O)N2)C3)c1 (stereo partly specified)	0.3	-3.2	-15.4%	?	5.3%	-10.8	0.1	-5.4%	12.3
Cc1cccc(NC(=O)CN2CCc3cc4c(cc3C2C)OCCCO4)c1 (stereo unspecified)	0.5	-1.2	-23.3%	16.2%	-2.1%	-22.3	-0.6	-7.8%	-9.0
CCCCCc1nc2ccccc2c(=O)n1N	-1.9	-3.5	-3.3%	-1.4%[57.1 µM]	0.0%[57.1 µM]	-4.1	0.5	7.2%	-2.0
CCOc1ccc(-c2nc(CSCC(=O)NCCc3ccccc3)c(C)o2)cc1	0.5	0.8	5.1%	-6.0%[57.1 µM]	0.3%[57.1 µM]	1.4	0.4	12.2%	/
COc1cc(NC(=S)NCCCN2CCOCC2)c(OC)cc1Cl	1.1	-1.3	-13.9%	?	-8.7%	-1.8	0.4	0.0%	-5.6
COc1ccc(NCc2cc3cc4c(cc3n(CC(=O)Nc3cc(C)cc(C)c3)c2=O)OCO4)cc1	9.6	1.1	-25.6%	26.6%	6.0%	-1.8	1.2	-9.9%	/

4 entries from above, set out differently.
Molecule | TRHR ag | TRHR enhancer | USP1-UAF1 inh | rTrxR1 inhibitor | TrxR1 substrate | PI4K2A inh | D2 agonist | IDH1 R132H inh | D2 antagonist
Cc1cccc(NC(=O)CN2CCc3cc4c(cc3C2C)OCCCO4)c1 (stereo unspecified) | 0.5 | -1.2 | -23.3% | 16.2% | -2.1% | -22.3 | -0.6 | -7.8% | -9.0
COc1ccc(CNC(=O)CCC(=O)N2CCN(S(=O)(=O)c3cc([N+](=O)[O-])ccc3C)CC2)cc1 | -0.5 | -4.1 | -11.8% | -6.1% | -5.5% | 2.8 | / | 3.3% | /
COc1ccc(/C=N/n2cncn2)cc1Cn1nc(C)c([N+](=O)[O-])c1C | 0.7 | -6.2 | -8.8% | 5.3%[57.1 µM] | -1.0%[57.1 µM] | -9.6 | 0.2 | 7.2% | -8.0
COc1ccc(C2=NN(C(=O)CCC(=O)O)C(c3ccc(F)cc3)C2)cc1 (stereo unspecified) | 0.4 | 4.0 | -14.2% | -13.2% | -1.0% | -0.2 | 1.0 | -3.1% | -6.8

The list goes on:
SMILES	TRHR ag	TRHR enhancer	USP1-UAF1 inh	rTrxR1 inhibitor	TrxR1 substrate	PI4K2A inh	D2 agonist	IDH1 R132H inh	D2 antagonist
CCCN(C(=O)CSCC(=O)Nc1ccc(OC)cc1)c1c(N)n(Cc2ccccc2)c(=O)[nH]c1=O	0.7	2.2	5.0%	-3.8%	-7.2%	-4.3	0.0	-10.7%	7.9
O=C(CC(=O)c1ccccc1)Nc1cccnc1	-0.1	-3.3	-21.4%	20.5%	9.1%	0.8	/	2.9%	/
CC(C)(C)OC(=O)N1CCC(c2c(C(=O)NC3CC3)cnn2-c2ccccc2)CC1	0.3	-0.3	-21.3%	11.8%	5.1%	-5.8	0.3	-5.6%	-4.3
CCN(CC)CCCNC(=O)CC1Sc2ccccc2NC1=O (stereo unspecified)	0.1	0.1	-0.3%	-4.1%	0.7%	1.0	21.9	0.2%	17.0
O=C(CNC(=O)c1ccc(F)cc1)N/N=C/c1cc(Br)ccc1OCc1ccccc1	-0.1	-1.3	-23.9%	22.7%	3.0%	1.6	1.5	9.5%	-17.4
Cc1ccc(OCCSc2nc(-c3cccs3)nc3cc(=O)[nH]n23)cc1Cl	-0.7	14.1	-23.9%	14.6%[57.1 µM]	19.3%[57.1 µM]	-23.9	-0.8	-24.2%	/
O=C(NCCc1c[nH]c2ccccc12)Nc1ccccc1C(F)(F)F	-0.5	-3.8	?	-6.2%	-12.8%	0.6	0.8	7.5%	/
Cc1cccc(NC(=O)CN2CCN(C(=O)c3cncn3-c3ccc(F)cc3)CC2)c1C	-1.3	-7.2	-12.9%	-2.3%	1.8%	-4.0	0.1	-4.1%	-28.0
Cc1ccc(C(=O)NC(=S)NNC(=O)c2cccc([N+](=O)[O-])c2)cc1	8.6	5.9	-18.9%	-9.9%	-1.6%	3.9	23.0	-2.1%	6.3
COC(=O)CCNC(=O)N1CCN(c2nnc(C)c3c(C)n(-c4ccccc4)nc23)CC1	0.3	-5.9	-4.5%	11.9%[57.1 µM]	0.9%[57.1 µM]	-1.9	-0.7	/	/
Cc1ccc(-c2csc(=Nc3ccccc3)n2Cc2ccc3c(c2)OCO3)cc1C	1.1	-1.9	-25.0%	-5.2%	-6.8%	-1.6	0.0	22.4%	/
CCCSc1nsc(NC(=O)Nc2ccc(F)cc2F)n1	-0.4	15.5	-24.3%	37.9%	5.4%	-4.3	3.0	-0.4%	15.6
Cc1ccc(S(=O)(=O)N2CCOCC2)cc1C(=O)NCc1ccc2c(c1)OCO2	-0.2	-3.4	-19.8%	-2.1%[57.1 µM]	6.0%[57.1 µM]	3.6	0.1	-7.6%	-17.3
Nc1nc(Nc2cccc(F)c2)nc(N2CCOCC2)c1[N+](=O)[O-]	-0.3	8.7	-2.1%	8.6%[57.1 µM]	-3.2%[57.1 µM]	1.8	-0.3	-3.9%	-7.4
